# High-throughput results from PubChem BioAssay.
# E-sel inducer: E-selectin induction in HUVECs, primary screen, imaging, HUVEC, immunofluorescence imaging, single point; AID 686992, 2013; actives 0.37% (n = 260,000); normalized: neutral wells 0, TNF-alpha wells 100; activation, % at 7.58 µM; P16581;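 active = mean E-selectin-positive cell signal at least 10% of the positive control, reached in at least 60% of replicates, without over 20% cell loss; inconclusive = no rule given, readout overlaps actives, possibly toxicity-flagged; inactive = the rest, including those meeting only one limit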;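 note: in these data hits start at about 27%; measured in HUVEC primary endothelial cells; signal is the percent of cells scored E-selectin positive by PE staining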
#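 Read-out: % PE-positive cells | Test system: HUVEC | Doses: One compound dose added by pin transfer | Buffer or medium: EGM-2 over gelatin coat | Signal: Immunofluorescence imaging | Benchmarks: TNF-alpha, DMSO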
# RAD54 inh: inhibitors of human RAD54 branch migration, primary screen, biochemical, fluorescence, single point | AID 602329, 2012 | inhibition, % at 10.4 µM | RAD54 Holliday junction branch migration, FAM/BHQ fluorescence | actives 0.14% (n = 360,000);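 active = mean normalized replicate activity at least 40 and at least half of replicates scoring 40 or more; inconclusive = only one of the two criteria met; inactive = mean below 40 and under half of replicates reaching 40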;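 note: 0% = median of neutral control wells and 100% = median of positive control wells; inhibitors cause a drop in the FAM fluorescence signal; in these data hits start at about 50%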
# Target sequence (Q92698 whole entry, looked up): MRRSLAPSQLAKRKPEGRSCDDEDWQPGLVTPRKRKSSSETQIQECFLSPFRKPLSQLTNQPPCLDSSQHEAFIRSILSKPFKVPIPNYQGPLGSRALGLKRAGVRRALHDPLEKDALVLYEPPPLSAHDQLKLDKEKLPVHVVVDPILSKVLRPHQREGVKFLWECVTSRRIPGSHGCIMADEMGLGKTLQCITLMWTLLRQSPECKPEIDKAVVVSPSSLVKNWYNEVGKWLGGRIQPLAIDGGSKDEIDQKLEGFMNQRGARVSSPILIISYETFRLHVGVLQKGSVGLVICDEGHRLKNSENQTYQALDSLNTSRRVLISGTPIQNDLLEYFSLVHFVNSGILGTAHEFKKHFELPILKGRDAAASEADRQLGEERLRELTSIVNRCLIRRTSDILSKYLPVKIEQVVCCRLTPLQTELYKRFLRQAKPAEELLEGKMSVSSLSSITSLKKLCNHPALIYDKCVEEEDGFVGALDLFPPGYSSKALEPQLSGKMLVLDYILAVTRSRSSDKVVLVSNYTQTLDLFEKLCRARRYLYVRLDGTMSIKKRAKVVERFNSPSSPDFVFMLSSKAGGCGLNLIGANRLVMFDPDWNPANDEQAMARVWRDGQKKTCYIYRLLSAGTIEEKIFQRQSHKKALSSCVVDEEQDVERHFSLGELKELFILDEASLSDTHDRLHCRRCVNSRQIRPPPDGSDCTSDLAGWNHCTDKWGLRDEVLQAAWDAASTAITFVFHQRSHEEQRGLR
# ERp5 inh: inhibitors of ERp5-driven insulin aggregation, primary screen, biochemical, turbidity, absorbance 650 nm, single point. actives 0.05% (n = 350,000). inhibition, % at 9.99 µM. 90 min. AID 651711, 2012;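 active = mean replicate inhibition above about 25%, with every replicate also reaching it, limit read from the data, passing the limit was not always enough; inconclusive = only one of those two criteria met; inactive = neither criterion met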
# ERAP1 inh: human ERAP1 aminopeptidase inhibitors, primary screen, biochemical, single point, plate reader; inhibition, % at 10.7 µM; recombinant ERAP1, Leu-AMC fluorescence, 60 min; actives 0.15% (n = 340,000);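 active = mean replicate inhibition of at least 30%, or all replicates individually reaching that 30% level; inactive = mean below 30% and not every replicate reaching it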;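 note: 0% = neutral control wells and 100% = L-leucinethiol positive control wells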
# esBAF inh: Bmi1 luciferase reporter increase in mESCs, primary screen, esBAF inhibitor project, mouse ES cells, Bmi1 luciferase knock-in, single point; 24 h; 100% = twice the neutral-well signal; reporter increase, % at 12.5 µM; actives 2% (n = 350,000); in the data active = activation above about 40%; inconclusive = no clear call, values can overlap the other calls;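 note: 0% = median of the plate's neutral control wells and 100% = double that signal; a rise in the Bmi1 reporter signal indicates esBAF inhibition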
# S100A4 MyoIIA: inhibitors of S100A4-myosin IIA peptide binding, primary screen, biochemical, fluorescence polarization, TAMRA-MyoIIA peptide | Protein S100-A4 (Homo sapiens), P26447 | inhibition, % at 10.7 µM | actives 0.14% (n = 360,000);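 active = mean inhibition of at least 70% across replicates, with every replicate also reaching that level; inconclusive = mean inhibition reaches 70% but some replicates fall short; inactive = mean inhibition below 70%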
# Target sequence (P26447 whole entry, looked up): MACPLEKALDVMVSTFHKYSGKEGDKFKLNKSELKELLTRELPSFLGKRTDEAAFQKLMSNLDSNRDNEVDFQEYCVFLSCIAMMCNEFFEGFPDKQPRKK
#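 Test system: S100A4 monomer protein. Medium: HEPES buffer with Ca2+, pH 7.2. Reagent: fluorescent myosin IIA peptide, 5 nM. Compound dosing: single-point compound testing. Timing: 5 min between mix addition and reading. Benchmarks: DMSO neutral and TFP positive wells.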
# RAD52 inh: RAD52 DNA annealing inhibitors, primary screen, biochemical, FRET, single point, set 2. recombinant RAD52 DNA annealing, FRET fluorescence. inhibition, % at 18.7 µM. actives 0.46% (n = 360,000);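 active = every replicate showing at least 50% inhibition; inconclusive = mean inhibition at least 50% but not in every replicate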
# XiGFP reactiv: activators of inactive X chromosome reactivation, primary screen, imaging, XiGFP fibroblasts, GFP high-content imaging, set 2 | XiGFP mouse fibroblasts, % GFP-positive cells imaging, 3 d; cells co-treated with 5-aza-dC sensitizer; scaled so ellipticine positive control = 100% | activation, % at 7.58 µM | actives 0.055% (n = 360,000) | AID 743238, 2013;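 active = mean normalized replicate activation at least 10% and every replicate at or above 10%; inconclusive = only one of the two criteria met; inactive = mean below 10% and not all replicates reach 10%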;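 note: 0% = median of on-plate neutral control wells and 100% = ellipticine 6 µM median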
#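 Assay system – SV40-immortalized XiGFP fibroblast cells, line 68-5-11 · Buffer or medium – DMEM supplemented with 5-aza-dC as sensitizing agent · Dosing – one concentration, pinned · Benchmarks – positive control ellipticine, 6 µM final · Times – 3 days compound exposure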
# Numbers without * were called inactive; ? = inconclusive; . = no result given; & = joins results of further samples. Rows are unselected; any-hit rate near 2.5%.
SMILES,E-sel inducer,RAD54 inh,ERp5 inh,ERAP1 inh,esBAF inh,S100A4 MyoIIA,RAD52 inh,XiGFP reactiv
CC=Cc1ccc2n(c1=O)C[C@H]1[C@H](CO)[C@@H](C(=O)NCCC)N(CC3CCOCC3)[C@@H]21 (mixture of isomers),0.6,-0.4,.,-0.5,-3.6,0.1,-1.6,0.2
CCCC#Cc1cnc2c(c1)C(=O)N([C@H](C)CO)C[C@@H](C)[C@H](CN(C)C(=O)Nc1c(C)noc1C)O2,0.0,-1.1,-2.9,7.0,-4.3,-2.3,0.9,-0.1
Cc1ccc(CNC(=S)N(C)C)cc1,2.1,1.7,-3.7,3.7,.,8.6,-10.9,-0.1
CCN1CCCC1CN(Cc1cc2ccc(C)cc2[nH]c1=O)C(=S)Nc1ccc(F)cc1 (stereo unspecified),-0.6,.,-3.3,4.1,.,-14.3,6.1,-0.6
Cc1noc(C)c1NC(=O)Nc1ccc2c(c1)C(=O)N([C@H](C)CO)C[C@@H](C)[C@H](CN(C)Cc1ccc(Oc3ccccc3)cc1)O2,2.0,16.8,0.1,-0.2,-9.8,-18.5,-12.5,0.4
NC(=O)Cn1c(=O)n(CCC(=O)Nc2ccc(F)cc2)c(=O)c2sccc21,2.1,-12.6,6.2,-3.4,-3.6,-2.3,-12.8,0.0
C[C@H](CO)N1C[C@H](C)[C@H](CN(C)C)Oc2ccc(NC(=O)C3CC3)cc2CC1=O,-0.1,5.7,-3.9,-1.2,0.3,3.2,4.0,0.0
CCOC(=O)c1cc(-c2ccccc2)sc1NC(=O)C(C)N1C(=O)c2ccccc2C1=O (stereo unspecified),0.0,.,-7.3,1.3,.,2.4,-15.1,0.5
c1ccc(CCNc2ccccn2)nc1,2.1,.,-6.5,1.2,.,0.9,-1.1,-0.1
O=C(C1CCOCC1)N1C[C@@H]2[C@H](c3ccccc31)[C@@H](CO)N2Cc1ccccc1F,-0.2,13.0,-6.2,-1.1,2.8,-0.1,-14.4,0.3
COc1ccccc1CNc1ncnc2sccc12,.,1.7,1.0,-0.7,-1.7,-3.7,-20.1,0.0
CN(CC(=O)Nc1cc(S(=O)(=O)N2CCCC2)ccc1Cl)Cc1nc2ccccc2c(=O)[nH]1,.,9.3,-1.7,0.5,5.4,0.6,-23.3,0.1
COc1cc(/C=N/n2c(-c3cc(C)[nH]n3)n[nH]c2=S)ccc1O,5.8,.,3.1,.,.,5.5,-13.2,.
CCn1c(CCC(=O)O)nc2cc(S(=O)(=O)N3CCOCC3)ccc21,116.6*,2.4,-5.7,0.6,-3.4,7.0,-13.5,0.3
CCN1C(=O)/C(=C/c2c(C)nn(C)c2C)SC1=S,.,-32.1,-5.1,-2.8,-6.8,24.2,-399.3,.
O=C(c1cc(COc2ccc(F)cc2Cl)on1)N1CC[C@@H]2CCCC[C@H]2C1,-0.2,5.1,4.8,-7.2,4.3,2.7,-8.8,0.1
CSc1ncccc1C(=O)OCC(=O)NCc1ccccc1,-0.2,8.0,0.3,1.6,-5.1,4.1,-8.6,0.0
COc1ccccc1NC(=O)CN1CCN(CC(=O)Nc2ccc(C)c(F)c2)CC1,-0.2,2.8,0.4,-1.4,11.4,-6.4,-11.9,0.1
Cc1ccccc1OCCn1c(=S)[nH]c2c(N)ncnc21,0.1,-5.1,3.4,-6.1,1.8,-3.6,-9.6,0.0
CC(=O)N[C@H]1CC[C@H](CCNC(=O)C2CCCC2)O[C@H]1CO,0.3,-6.3,5.1,-1.6,-6.1,4.9,7.9,-0.5
CN(C1CCCCC1)S(=O)(=O)c1cc2c(cc1Cl)NC(=O)CO2,.,-4.3,3.8,2.9,3.8,-4.9,-15.6,-0.1
COc1ccc(C#Cc2ccc([C@@H]3[C@@H](CO)N4CCCCN(C(=O)Nc5ccccc5)C[C@@H]34)cc2)cc1,-0.7,1.2,3.6,3.4,.,-0.6,-17.6,0.0
COCC#Cc1ccc2c(c1)O[C@@H](CN(C)Cc1ccncc1)[C@H](C)CN([C@@H](C)CO)S2(=O)=O,0.2,-8.1,-11.8,-3.0,5.4,-8.6,-12.8,-0.8
COc1cccc(NC(=O)CN(C)C(=O)c2cc(-c3ccccc3)nc3ccccc23)c1,.,.,-2.9,-0.7,.,-5.8,-9.7,0.1
Cc1ccc(NC(=O)COC(=O)CCC2CCCC2)cc1S(=O)(=O)N1CCOCC1,0.3,1.7,-0.7,-0.9,3.7,-8.3,2.9,0.0

# Looked up one by one from the list above (5):
SMILES,E-sel inducer,RAD54 inh,ERp5 inh,ERAP1 inh,esBAF inh,S100A4 MyoIIA,RAD52 inh,XiGFP reactiv
Cc1ccccc1OCCn1c(=S)[nH]c2c(N)ncnc21,0.1,-5.1,3.4,-6.1,1.8,-3.6,-9.6,0.0
Cc1ccc(CNC(=S)N(C)C)cc1,2.1,1.7,-3.7,3.7,.,8.6,-10.9,-0.1
Cc1ccc(NC(=O)COC(=O)CCC2CCCC2)cc1S(=O)(=O)N1CCOCC1,0.3,1.7,-0.7,-0.9,3.7,-8.3,2.9,0.0
CN(CC(=O)Nc1cc(S(=O)(=O)N2CCCC2)ccc1Cl)Cc1nc2ccccc2c(=O)[nH]1,.,9.3,-1.7,0.5,5.4,0.6,-23.3,0.1
CC(=O)N[C@H]1CC[C@H](CCNC(=O)C2CCCC2)O[C@H]1CO,0.3,-6.3,5.1,-1.6,-6.1,4.9,7.9,-0.5

# Further entries.
SMILES,E-sel inducer,RAD54 inh,ERp5 inh,ERAP1 inh,esBAF inh,S100A4 MyoIIA,RAD52 inh,XiGFP reactiv
C[C@@H]1CN([C@@H](C)CO)C(=O)Cc2cc(NC(=O)c3ccncc3)ccc2O[C@H]1CN(C)Cc1ccc(C(=O)Nc2ccccc2N)cc1,-3.4,-3.8,-15.3,-0.1,-12.5,4.1,-5.2,-0.1
CCOC(=O)CNC(=O)CSc1nnc(NC(=O)c2ccc(C)cc2)s1,1.2,.,1.7,1.4,.,2.3,9.6,0.5
CC(C)CCN1CCN(Cc2cnc(N3CCCC3)s2)CC1CCO (stereo unspecified),1.0,3.3,3.6,9.3,-1.6,-3.2,5.4,0.4
O=C(N/N=C/c1ccccn1)c1ccc2nc[nH]c2c1,0.9,0.4,-5.2,.,.,11.0,-10.6,0.0
CC(=O)c1cn(C)c(=O)[nH]c1=O,.,-26.4,-9.6,-4.1,-1.6,0.9,-25.4,0.0
CCc1nnc(NC(=O)CSc2nc3cc(OC)ccc3cc2C)s1,.,.,1.3,0.4,.,-0.8,-5.1,0.0
O=C1OCCN1C(=O)[C@H]1[C@H](c2ccccc2)C(c2ccccc2)=NN1c1ccc(Br)cc1,.,-0.2,-3.8,.,-2.0,-3.0,-17.7,0.0
O=c1[nH]cncc1OCc1ccccc1,-0.1,.,-5.3,-2.4,.,-2.7,-3.8,0.1
CCOc1ccc2nc(NS(=O)(=O)c3cccs3)sc2c1,.,-44.3,-5.0,-0.2,2.3,1.9,-12.2,-0.1
CC(C)(C)c1cc[n+](-c2[nH]c(=O)sc2/C=N/NC(=O)c2ccccc2[O-])cc1,-0.1,-19.9,-0.6,5.1,-0.7,-3.4,-50.5,0.0
CCN(CC)S(=O)(=O)c1ccc(C(=O)Nc2nnc(NC(=S)Nc3ccccc3)s2)cc1,0.1,.,0.7,2.4,40.2,-2.6,-29.6,-0.1
c1ccc(-c2cc3ccccc3cn2)cc1,.,1.4,3.9,8.1,62.3*,0.2,-6.9,0.1
Cc1cccc(C(=O)NCC(=O)N2CCCCCCC2)c1,.,14.8,3.4,5.7,31.6,13.2,-11.7,-0.1
Clc1cccc(CN2CCN(c3nc4nonc4nc3NC3CC3)CC2)c1,.,.,1.5,9.3,0.2,3.7,-29.1,0.1
CC(C)Oc1cccc(C(=O)C2CCCN(C(=O)c3ccc4c(c3)OCO4)C2)c1 (stereo unspecified),.,.,-12.8,-0.7,0.2,5.6,-3.4,0.0
CC=Cc1ccc2n(c1=O)C[C@@H]1[C@@H](CO)[C@H](C(=O)NCC3CC3)[C@H]2N1C(=O)C1CC1 (mixture of isomers),-0.3,12.1,-2.7,-0.8,1.1,-1.5,-1.7,0.0
N=C(N)c1ccc(OCCCCCOc2ccc(C(=N)N)cc2)cc1,0.0,6.2,1.2,3.1,-11.0,-6.2&4.2,16.0,0.0
CCOC(=O)CNC(=S)SC,.,-2.4,0.2,.,5.7,-4.2,-5.6,0.0
O=C(O)CCn1c(O)c(C=C2N=c3ccccc3=N2)sc1=S,.,-5.7,?,0.8,-73.9,2.9,-15.8,1.0
O=C(N/N=C/c1cccc(O)c1)c1cc(-c2ccc3c(c2)OCO3)n[nH]1,0.4,.,0.8,0.2,.,-0.7,-9.4,-0.1
O=C(NCc1ccncc1)c1csc([C@@H]2C[C@H](O)[C@@H](CO)O2)n1,0.0,-5.4,1.9,1.3,-10.6,-3.3,-14.7,-0.2
CCCCn1c(N)c(N(CCC(C)C)C(=O)COC(=O)c2sccc2C)c(=O)[nH]c1=O,0.0,7.8,3.5,1.7,8.0,-3.1,-29.4,0.1
Oc1ccc(C[C@@H]2CNCCN2CCc2cccc(F)c2)cc1,0.1,-16.7,4.6,5.6,0.8,0.0,-16.1,-0.3
OCCc1c[nH]c2ccccc12,.,-12.0,-3.8,-1.6,-1.4,2.1,0.1,.
CCc1ccc(NC(=S)N2CCN(S(=O)(=O)c3ccccc3)CC2)cc1,-0.3,-2.8,1.3,-0.3,5.7,2.8,-11.0,0.0
# New compounds follow
SMILES,E-sel inducer,RAD54 inh,ERp5 inh,ERAP1 inh,esBAF inh,S100A4 MyoIIA,RAD52 inh,XiGFP reactiv
Cc1ccc(C(=O)NCCN2CCN(C(=O)c3ccc(C)c(C)c3)CC2)cc1C,-0.3,-2.7,-4.1,1.3,-8.0,1.7,-7.1,-0.1
CC1(C)CC(=O)C=C(C2CC2)C1=O,-1.6,.,-2.9,.,.,-4.4,-12.7,0.0
C[C@@H]1CN([C@H](C)CO)C(=O)c2cc(NC(=O)c3ccncc3)ccc2O[C@@H]1CN(C)Cc1ccc(Oc2ccccc2)cc1,-0.1,15.0,-1.4,-1.5,-3.6,7.1,-4.7,-0.6
COc1cc(C2SCC(=O)N2Cc2ccccc2)ccc1O (stereo unspecified),-0.1,0.9,2.7,-1.6,6.2,-6.9,-0.7,0.0
CCOC(=O)c1c(-c2ccc(OC)cc2)oc2ccc(O)cc12,.,-5.8,-4.0,4.4,5.8,-2.0,-8.9,0.1
O=C(c1ccc(-n2cnnn2)cc1)N(C1CCCCC1)C1CCCCC1,.,.,-2.6,-1.9,-5.0,-4.0,-4.9,0.0
